Compound activity as filed in PubChem.
Rin1-Abl PPI inh = human Rin1-Abl interaction inhibition; P00519+Q13671; TR-FRET Rin1/Abl binding, biochemical; inhibition, % at 7.35 µM; hit rate 0.4% among 360,000; in the data active = inhibition above about 5%, passing the limit was not always enough
FAS-TE inh = FAS thioesterase (human) inhibition; P49327; recombinant FAS-TE, OMFH fluorogenic substrate, fluorescence endpoint; inhibition, % at 15 µM; hit rate 0.67% among 360,000; AID 602261;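 active = compounds whose normalised, plate-corrected inhibition of enzyme fluorescence in the single-dose primary screen is 50% or more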;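 also: 0% = DMSO with enzyme and 100% = substrate without enzyme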
E coli Lon inh = E. coli protease La inhibition. P0A9M0. purified E. coli Lon protease, fluorescence polarization. inhibition, % at 7.94 µM. hit rate 0.42% among 360,000. AID 602123; in the data active = inhibition above about 13%, passing the limit was not always enough;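 also: 0% = enzyme with probe and DMSO and 100% = no enzyme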
bovine MsrA act = bovine methionine sulfoxide reductase A activation; purified bovine MsrA, absorbance read-out; activation, % at 10.6 µM; hit rate 0.3% among 360,000; in the data active = activation above about 7.5%;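 also: 0% = vehicle and 100% = reference activator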
MT1-MMP act inh = inhibitors of human MT1-MMP activation | P50281 | HT1080 RFP-PRO-GFP cells, GFP/RFP ratio fluorescence, overnight; percent of plate control window, DMSO zero | GFP/RFP ratio change, % at 20 µM | hit rate 0.061% among 360,000 | AID 651647;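 active = GFP/RFP ratio change of at least 30% with cell ATP level not reduced by more than half and red fluorescence within 50% of control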; also: strong numbers were not always called active
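Test system: HT1080 RFP-PRO-GFP cells; Benchmarks: DMSO and RFP-L50D-GFP cell wells; Timing: cells overnight before dosing, compound overnight, 37 °C, 5% CO2; Compound: one 20 µM compound dose with 1% DMSO; Read-out: GFP/RFP fluorescence ratio.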
PABP1 MLLE inh = inhibitors of microRNA-mediated deadenylation, human PABP1 MLLE binding; P11940; GST-MLLE / FITC-PAM2 fluorescence polarization; inhibition, % at 20 µM; hit rate 0.36% among 360,000; AID 588489; in the data active = inhibition above about 35%, passing the limit was not always enough;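 also: plate controls were DMSO wells with GST-MLLE for no effect and wells lacking GST-MLLE protein for full effect; some results filed as inactive read as strong as hits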
MsrA inhibitor = bovine MsrA inhibition; AID 651718; inhibition, % at 15.5 µM; purified bovine MsrA, absorbance read-out; hit rate 0.75% among 360,000; in the data active = inhibition above about 4.5%;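 also: 0% = vehicle wells with enzyme and 100% = reference inhibitor wells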
Rpn11 block = inhibitors of human proteasome Rpn11; O00487; human 26S proteasome, Ub4-pepOG fluorescence polarization; 20S core pre-blocked with epoxomicin; calls only at 20 µM; hit rate 0.59% among 360,000; AID 588493;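 active = inhibition at 20 µM, scaled to each plate's controls, above about 33%, limit read from the data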
CSN inh = CSN deneddylation inhibition; Q92905; Purified CSN, SCF-Nedd8-OG deneddylation, fluorescence polarization; inhibition, % at 12.5 µM; hit rate 0.38% among 360,000; AID 651999;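 active = pattern-corrected inhibition above about 35%, with an unprinted fluorescence ratio check between 0.5 and 1.5, limit read from the data, passing the limit was not always enough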;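 also: 0% = enzyme with substrate and 100% = substrate without enzyme; some results filed as inactive read as strong as hits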
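test system = HEK293T-derived human Csn5 enzyme | amount = 0.24 nM Csn5 enzyme, final concentration | medium = Tris/NaCl/DTT buffer, pH 7.5 | schedule = 90 min reaction at room temperature | signal = FP | evaluation = inhibition of Csn5 cleavage, % | compound dosing = single dose of 12.5 µM compound with 0.25% DMSO | probe or stimulus = 10 nM SCFSkp2-Nedd8OG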
The depositor's hits bear a star; i = inactive; nt = not tested or not shown.

1	O=C(Nc1ccc(C(=O)O)cc1)/C(=C/c1ccc([N+](=O)[O-])cc1)NC(=O)c1ccccc1
2	O=C(Nc1ccccn1)c1ccc(Br)c(S(=O)(=O)N2CCCC2)c1
3	COc1ccc(-c2[nH]ncc2-c2cnn(-c3ccccc3)c2)c(O)c1
4	CCN(CC)c1ccc(NC(=O)Cn2ncc3c(C)n(Cc4ccccc4F)c(C)c3c2=O)c(C)c1
5	CC(C)(C)NC(=O)C(=O)NNC(=O)COc1ccc(Br)cc1
6	CC(C)(C)c1ccc(C(=O)NCc2nnc(SCC(=O)N3CCCC3)o2)cc1
7	COc1ccc(Cn2c(O)c(/C=N/NC(=O)c3cccnc3)c3ccccc3c2=O)cc1
8	COc1ccc(C2C(C(C)=O)=C(C)N=c3s/c(=C\c4ccc5c(c4)OCO5)c(=O)n32)c(OC)c1 (centres undefined)
9	CCCCOC(=O)Nc1ccc(C(=O)OC)cc1
10	CCOC(=O)N/N=C\C=C\c1ccco1
Compound	1	2	3	4	5	6	7	8	9	10
Rin1-Abl PPI inh	4	-2	-4	0	-1	0	-1	-2	0	2
FAS-TE inh	15	1	0	-6	-8	1	24	18	-1	-11
E coli Lon inh	-6	1	-11	-7	1	2	-132	-6	2	-1
bovine MsrA act	-16	-4	-3	-4	-1	0	-3	-4	-2	-12
MT1-MMP act inh	1	4	1	6	7	1	-35	-15	5	-2
PABP1 MLLE inh	2	18	10	-14	-11	-98	-122	-136	13	10
MsrA inhibitor	6.0*	-1.0	0.1	2.0	-0.4	-1.4	1.0	1.9	-0.3	4.1
Rpn11 block	i	i	i	i	i	i	nt	i	i	i
CSN inh	-17	-4	1	6	-14	1	31	4	-2	6

11	Cc1cccc(NC(=O)c2ccc(N3C(=O)C4CCCCC4C3=O)cc2)c1C (centres undefined)
12	COc1ccc2cc3c(N)nn(C(=O)Cc4ccccc4OC)c3nc2c1
13	COc1ccc(OCc2nnc(SCC(=O)N3C(C)CCCC3C)o2)cc1 (centres undefined)
14	CC(C)C[C@@]12C(=O)N(c3cccc(F)c3)C(=O)N1[C@H](c1ccc(Br)cc1)[C@@H]1C(=O)N(C(C)(C)C)C(=O)[C@@H]12
15	COc1cc(OC)c2c(-c3ccccc3)cc(=O)oc2c1C(CCN1CCN(c2ccccc2)CC1)c1ccc(N(C)C)cc1 (centres undefined)
16	CC(C)[C@H](NC(=O)c1ccccc1)C(=O)OCC(=O)NCc1ccc(F)cc1
17	O=C(NCCc1ccccc1)c1ccc(CS(=O)(=O)Cc2ccc(F)cc2)o1
18	O=C(O)C/C=C(/NC(=O)OCc1ccccc1)C(=O)OCc1ccccc1
19	Cn1c(=O)c(=O)n(C)c2cc(S(=O)(=O)NCCN3CCN(c4ccccc4F)CC3)ccc21
20	CC(C)c1ccc2c(c1)C(N1CCN(C)CC1)Cc1cccnc1S2 (centres undefined)
Compound	11	12	13	14	15	16	17	18	19	20
Rin1-Abl PPI inh	3	0	0	3	1	2	-1	3	1	3
FAS-TE inh	-3	-4	-1	48	33	1	-3	-5	7	5
E coli Lon inh	-8	-8	2	13	2	-6	4	-5	0	3
bovine MsrA act	-1	-6	-10	-1	-3	-1	-1	-4	5	-7
MT1-MMP act inh	-2	-17	-3	-11	-2	0	-1	-1	3	-8
PABP1 MLLE inh	5	-4	-7	-5	-1	3	-8	0	9	18
MsrA inhibitor	-0.6	0.0	0.3	-0.6	2.0	-0.2	0.0	-0.7	0.3	0.2
Rpn11 block	i	i	i	i	i	i	i	i	i	i
CSN inh	0	9	-3	-2	-2	7	4	-2	-3	0

21	Cc1ccc(C)c(N2CCN(C(=O)CN(C)S(=O)(=O)c3cnc[nH]3)CC2)c1
22	COC(=O)Cn1ccc(-c2ccc(Cl)cc2)c(C#N)c1=O
23	COc1cc(/C=C/C(=O)OCC(=O)NC(=O)NCc2ccccc2)ccc1OCC#N
24	CCCCn1c(N2CCCC2)nc2c1c(=O)[nH]c(=O)n2C
25	COc1cccc(CC2(CO)CCCN(Cc3cn[nH]c3-c3cc(C)ccc3C)C2)c1 (centres undefined)
26	Nc1c(C(=O)OCC2CCCO2)c2nc3ccccc3nc2n1C1CCCCC1 (centres undefined)
27	N=c1c(S(=O)(=O)c2ccccc2)cc2c(=O)n3ccccc3nc2n1Cc1cccnc1
28	Cc1ccc(S(=O)(=O)NNC(=O)C2CCN(Cc3ccccc3)CC2)cc1
29	O=C(CSC1=NS(=O)(=O)c2ccccc2N1)N1CCCCC1
30	COc1ccc(N(C)C(=O)Cc2c(C(=O)O)n(C)c3ccccc23)c(OC)c1
Compound	21	22	23	24	25	26	27	28	29	30
Rin1-Abl PPI inh	0	1	0	2	0	-1	1	2	-2	1
FAS-TE inh	-21	1	-4	-5	1	-12	17	0	-6	-8
E coli Lon inh	-3	2	13	4	-2	-4	1	8	-6	-2
bovine MsrA act	-1	3	-3	-3	-3	-2	-1	2	-2	-4
MT1-MMP act inh	-2	-10	2	4	1	-36	7	-2	2	1
PABP1 MLLE inh	-4	-9	-23	8	-5	5	-12	4	10	-14
MsrA inhibitor	0.5	1.2	3.9	0.4	-0.2	0.2	-0.1	1.2	-0.8	-0.9
Rpn11 block	i	i	i	i	i	i	i	i	i	i
CSN inh	-1	3	-5	-4	6	-1	0	3	-3	0

In the list so far, these contain an aryl thioether with sulfur outside any ring:
6	CC(C)(C)c1ccc(C(=O)NCc2nnc(SCC(=O)N3CCCC3)o2)cc1
13	COc1ccc(OCc2nnc(SCC(=O)N3C(C)CCCC3C)o2)cc1 (centres undefined)
Compound	6	13
Rin1-Abl PPI inh	0	0
FAS-TE inh	1	-1
E coli Lon inh	2	2
bovine MsrA act	0	-10
MT1-MMP act inh	1	-3
PABP1 MLLE inh	-98	-7
MsrA inhibitor	-1.4	0.3
Rpn11 block	i	i
CSN inh	1	-3

Entries of single compounds, looked up by structure.
Shown for COc1cc(/C=C/C(=O)OCC(=O)NC(=O)NCc2ccccc2)ccc1OCC#N = Rin1-Abl PPI inh: 0; FAS-TE inh: -4; E coli Lon inh: 13; bovine MsrA act: -3; MT1-MMP act inh: 2; PABP1 MLLE inh: -23; MsrA inhibitor: 3.9; Rpn11 block: i; CSN inh: -5
Shown for N=c1c(S(=O)(=O)c2ccccc2)cc2c(=O)n3ccccc3nc2n1Cc1cccnc1 = Rin1-Abl PPI inh: 1; FAS-TE inh: 17; E coli Lon inh: 1; bovine MsrA act: -1; MT1-MMP act inh: 7; PABP1 MLLE inh: -12; MsrA inhibitor: -0.1; Rpn11 block: i; CSN inh: 0

(cont.)
31	CCCCNC(=O)[C@@H]1CSC2c3ccc(OC)c(OC)c3C(=O)N21 (some centres undefined)
32	CC1CCCC(NC(=O)COC(=O)[C@@H](NC(=O)c2ccc(F)cc2)C(C)C)C1C (some centres undefined)
33	CCOC(=O)Cc1nnc(Nc2ccc(C)cc2)c2ccccc12
34	COc1cc2ccccc2cc1C(=O)N1CCc2ccccc21
35	COc1cc(C(F)(F)F)c(C(=O)N(C)Cc2cccc(Cl)c2)cn1
36	COc1ccc(-c2cc(C(=O)N/N=C/c3cccnc3)c3cc(C)cc(C)c3n2)cc1
37	CCCCC(c1nnnn1CC1CCCO1)N1CCN(c2cc(Cl)ccc2C)CC1 (centres undefined)
38	Cc1c(C)c2ccc(OCC(=O)Nc3ccccn3)cc2oc1=O
39	O=C(/C=C/c1ccc(F)cc1)NC(=S)Nc1ccccc1O
40	COCCN(C(=O)CN1CCc2ccccc2C1)c1c(N)n(Cc2ccccc2)c(=O)[nH]c1=O
Compound	31	32	33	34	35	36	37	38	39	40
Rin1-Abl PPI inh	1	3	-2	2	1	-2	1	2	6	1
FAS-TE inh	-6	5	-2	12	4	-1	25	-4	2	0
E coli Lon inh	0	2	3	-1	-4	-2	-1	-6	-12	8
bovine MsrA act	-9	0	-1	-2	-2	-7	-3	-4	-2	1
MT1-MMP act inh	2	-4	3	-3	-2	-1	-44	2	5	-2
PABP1 MLLE inh	38	-5	-5	1	3	-4	14	0	24	2
MsrA inhibitor	-1.5	-0.6	2.6	0.4	-0.2	0.4	1.1	0.2	-0.7	1.4
Rpn11 block	i	i	i	i	i	i	i	i	i	i
CSN inh	0	0	-4	-4	-2	5	0	0	-1	-6

41	O=C1c2ccccc2C(=O)N1CCCCN(C(=O)c1cc2ccccc2oc1=O)c1ccc(Cl)cc1
42	Cc1ccccc1-c1cc2nc(NCCc3ccncc3)n(C)c(=O)c2s1
43	Cc1ccc(S(=O)(=O)N2CCC(Oc3cccc(C(F)(F)F)c3)CC2)cc1
44	CC1CN(c2ccc(NC(=S)Nc3ccc(N4CC(C)OC(C)C4)cc3)cc2)CC(C)O1 (centres undefined)
45	O=c1[nH]c(SCCOc2cccc3ccccc23)nc2ccccc12
46	COC(=O)N(C)CCCC1(C)C(=O)N(C)c2ccc(O)cc21 (centres undefined)
47	Cc1nc2sc(C(c3ccco3)N3CCC(Cc4ccccc4)CC3)c(O)n2n1 (centres undefined)
48	COc1ccc(-n2c(Cn3c(=O)sc4ccccc43)nnc2SCC(=O)N2CCCCC2)cc1
49	Cc1nc(S(=O)(=O)NC2CCCCC2)c(C#N)c(C)c1Cl
50	CCCN(CC(=O)Nc1ccccc1OC)C(=O)CCNC(=O)c1ccccc1OC
Compound	41	42	43	44	45	46	47	48	49	50
Rin1-Abl PPI inh	-1	-53	4	-1	-1	-3	0	5	-4	1
FAS-TE inh	-10	8	35	1	1	-8	-3	-5	49	-5
E coli Lon inh	13	-4	5	9	2	0	-5	3	3	-22
bovine MsrA act	-3	-4	-3	0	-3	-2	-4	-9	-2	-4
MT1-MMP act inh	3	-5	-5	3	4	18	0	-2	-2	-3
PABP1 MLLE inh	4	1	-3	-37	2	-9	0	-18	-7	8
MsrA inhibitor	1.1	-0.2	0.8	-1.4	0.2	1.4	1.5	-0.6	-0.6	-1.0
Rpn11 block	i	i	i	i	i	i	i	i	i	i
CSN inh	5	4	-2	3	-4	-5	10	-7	0	-5

51	O=C(O)c1nn(CCOc2ccc(Br)cc2)c(=O)c2ccccc12
52	CS(=O)(=O)c1ccc(Cl)c(NC(=O)CSc2n[nH]c(N)n2)c1
53	CC(=O)c1nn(-c2cccc(Br)c2)cc1C(=O)c1ccc(C)cc1
54	COc1ccc2nc(SCC(=O)NC3CCCCC3C)[nH]c2c1 (centres undefined)
55	Cc1nc(S(=O)(=O)Cc2ccccc2)nc2c1CCC2
56	CCC(=O)OCCNc1cc(Sc2nccn2C)c2nonc2c1[N+](=O)[O-]
57	Cc1cc(C)nc(NC2=NCC(=O)N2CCc2c[nH]c3ccccc23)n1
58	COc1ccc(S(=O)(=O)N2CCOCC2)cc1NC(=O)C1CCN(S(=O)(=O)c2ccc(Cl)cc2)CC1
Compound	51	52	53	54	55	56	57	58
Rin1-Abl PPI inh	1	0	3	0	0	-5	0	7
FAS-TE inh	11	-7	-3	1	-2	48	1	2
E coli Lon inh	-3	-11	-8	-8	-12	-3	-13	-4
bovine MsrA act	0	-1	-3	-1	-4	-5	-3	-5
MT1-MMP act inh	2	-4	-2	1	1	5	1	0
PABP1 MLLE inh	2	-9	5	-7	6	31	-16	-2
MsrA inhibitor	-0.2	1.9	0.6	-0.5	0.3	3.4	-1.8	0.2
Rpn11 block	i	i	i	i	i	i	i	i
CSN inh	-4	-1	-1	-1	-11	7	-4	2
